Screens from PubChem BioAssay.
Cdc42 wt GTP = human Cdc42 wildtype GTP binding change, either direction. P60953. GST-Cdc42 beads, Bodipy-GTP binding, flow cytometry; actives lie on both sides. percent activity (GTP binding), % at 10 µM. hit rate 0.2% among 190,000;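 active = percent activity GTP binding at least 20 points away from the 100% baseline, either down as inhibitor or up as activator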;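 note: median bead fluorescence of bound Bodipy-FL-GTP at 100 nM; 0% = excess unlabeled GTP control and 100% = no compound control; below 100% means less GTP binding so inhibitor and above means activator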
Target sequence (P60953 whole entry, looked up): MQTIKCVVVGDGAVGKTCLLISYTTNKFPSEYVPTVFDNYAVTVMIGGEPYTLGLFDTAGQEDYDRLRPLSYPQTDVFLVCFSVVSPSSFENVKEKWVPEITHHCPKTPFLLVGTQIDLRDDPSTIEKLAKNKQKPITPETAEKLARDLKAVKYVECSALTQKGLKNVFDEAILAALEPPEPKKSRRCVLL
Rab2A wt mod = changes GTP binding to wildtype dog Rab2A, up or down. P61105. GST-Rab2 wt beads, Bodipy-GTP binding, flow cytometry. GTP binding activity, % at 10 µM. hit rate 0.19% among 190,000. AID 760;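 active = GTP binding activity at least 20 points away from 100%, either lowered or raised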;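 note: 0% = beads with excess unlabeled GTP and 100% = no-compound control corrected for plate trend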
Bim-Mcl-1 = human Bim-Mcl-1 interaction inhibition; Q07820; Bead-based flow cytometry, Bim peptide-Mcl-1 binding; inhibition, % at 10 µM; hit rate 0.1% among 190,000; in the data active = inhibition above about 40%;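 note: 0% = no compound tracer wells and 100% = peptide blocker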
Target sequence (Q07820 whole entry, looked up): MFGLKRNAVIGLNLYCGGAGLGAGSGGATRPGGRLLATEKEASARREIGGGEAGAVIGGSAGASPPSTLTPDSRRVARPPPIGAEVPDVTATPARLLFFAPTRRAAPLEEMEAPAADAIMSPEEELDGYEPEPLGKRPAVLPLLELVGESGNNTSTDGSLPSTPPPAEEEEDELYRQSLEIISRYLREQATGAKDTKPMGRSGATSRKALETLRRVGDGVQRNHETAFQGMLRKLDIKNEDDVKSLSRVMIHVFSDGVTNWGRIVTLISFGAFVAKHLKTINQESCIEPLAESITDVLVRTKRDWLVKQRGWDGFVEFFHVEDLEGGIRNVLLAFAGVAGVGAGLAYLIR
Rab7 wt modul = dog Rab7 wildtype GTP binding, inhibitors and activators. GST-Rab7 beads, fluorescent GTP binding, flow cytometry; actives lie on both sides; untreated = 100%, excess cold GTP = 0%. GTP binding activity (percent of control), % at 10 µM. hit rate 0.055% among 190,000. AID 758;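 active = fluorescent GTP binding to Rab7 beads changed by at least 20 points from the 100% baseline, either direction, mostly lower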;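 note: median green fluorescence of bound Bodipy-FL-GTP per Rab7 bead population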
Mcl1-Noxa inh = disrupts binding of human Mcl-1 to Noxa peptide. Q07820. TR-FRET Mcl-1/Noxa peptide binding, 2 h. inhibition, % at 21.7 µM. hit rate 1.5% among 220,000;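 active = compounds that cut the protein-peptide binding signal by more than 50% relative to plate controls in a single-dose test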;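 note: His-tagged Mcl-1 with rhodamine Noxa BH3 peptide and terbium anti-His antibody; 0% = Mcl-1 plus Noxa peptide wells and 100% = peptide-only wells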
Rac1 wt GTP bind = modulators of human Rac1 wildtype GTP binding; P63000; GST-Rac1 beads, fluorescent GTP binding, flow cytometry; actives lie on both sides; 0 = cold GTP competed, 100 = untreated; GTP binding activity (% of control), % at 10 µM; hit rate 0.27% among 190,000; AID 757;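 active = GTP binding activity at least 20 points away from the 100% control level, either lower or higher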
HRas wt GTP bind = modulators of GTP binding to human HRas wildtype; GST-Ras wt beads, Bodipy-FL-GTP binding, flow cytometry; actives lie on both sides; GTP binding activity, % at 10 µM; P01112; hit rate 0.14% among 190,000;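 active = GTP binding activity at least 20% away from the 100% baseline, either lowered as inhibitor or raised as activator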;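 note: 0% = unlabeled GTP competition control and 100% = no-compound control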
Target sequence (P01112 whole entry, looked up): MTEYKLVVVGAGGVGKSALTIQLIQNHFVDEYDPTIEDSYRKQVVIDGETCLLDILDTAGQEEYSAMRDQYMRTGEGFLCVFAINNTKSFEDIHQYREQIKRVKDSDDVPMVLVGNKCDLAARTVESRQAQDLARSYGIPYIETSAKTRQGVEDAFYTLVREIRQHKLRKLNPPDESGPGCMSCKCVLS
Mcl1 Bid PPI = disrupts binding of human Mcl-1 to Bid peptide. Q07820. TR-FRET Mcl-1/Bid-Dy647 peptide binding, 1536-well. inhibition, % at 21.7 µM. hit rate 0.97% among 220,000;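 active = compounds that cut the binding signal by more than half at the single screening dose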;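 note: His-tagged Mcl-1 with europium anti-His antibody binding Bid BH3 peptide; 0% = Mcl-1 plus peptide wells and 100% = peptide-only wells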
Pf gametocyte = P. falciparum stage V gametocyte viability inhibition. P. falciparum stage V gametocytes, ATP luminescence, 24 h. inhibition, % at 10.9 µM. hit rate 0.065% among 150,000. AID 743093;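 active = inhibition above the mean plus 3 SD of compounds within the control limits, set per campaign, cut at about 38% in these data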;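 note: 0% = DMSO wells and 100% = medium only without gametocytes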
Rac1 mut GTP = human Rac1 activated mutant GTP binding change. hit rate 0.11% among 190,000. percent activity (GTP binding), % at 10 µM. GST-Rac1 activated beads, fluorescent GTP binding, flow cytometry; actives lie on both sides; 100% means binding = to untreated wells. P63000;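 active = GTP binding at least 20 percentage points away from the 100% baseline, in either direction, so actives lie on both sides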
Avidin bead fluor = compound fluoresces at 488/530 nm on avidin beads | compound fluorescence 488/530 nm, flow cytometry; hits give high values | fluorescence (KMESF) at 10 µM | hit rate 0.38% among 220,000; in the data active = fluorescence above about 47; note: inactives centre near 10
* hit, by the source's call.

What do the screens show for `Cc1ccc2cccc(Oc3ncnc4scc(-c5ccccc5)c34)c2n1`?
Cdc42 wt GTP: 95; Rab2A wt mod: 92; Bim-Mcl-1: 1; Rab7 wt modul: 95; Mcl1-Noxa inh: 29; Rac1 wt GTP bind: 95; HRas wt GTP bind: 92; Mcl1 Bid PPI: 17; Rac1 mut GTP: 95; Avidin bead fluor: 9

Results for c1ccc(-c2n[nH]c(-c3ccccc3)c2-c2nc3ccccc3[nH]2)cc1 ?
Cdc42 wt GTP: 104; Rab2A wt mod: 103; Bim-Mcl-1: -1; Rab7 wt modul: 104; Mcl1-Noxa inh: -8; Rac1 wt GTP bind: 104; HRas wt GTP bind: 104; Mcl1 Bid PPI: -2; Rac1 mut GTP: 100; Avidin bead fluor: 38

What do the screens show for `Cc1ccc(C(=O)COC(=O)CCC(=O)Nc2cccc(Cl)c2)cc1[N+](=O)[O-]`?
Cdc42 wt GTP: 95; Rab2A wt mod: 95; Bim-Mcl-1: 0; Rab7 wt modul: 95; Rac1 wt GTP bind: 91; HRas wt GTP bind: 94; Mcl1 Bid PPI: -34; Rac1 mut GTP: 92; Avidin bead fluor: 10

How did Cc1ccc(O)c(C(=O)c2cc(C#N)c(=O)n(-c3nccs3)c2)c1 do in these assays?
Cdc42 wt GTP: 81; Rab2A wt mod: 89; Bim-Mcl-1: -1; Rab7 wt modul: 102; Mcl1-Noxa inh: 36; Rac1 wt GTP bind: 80; HRas wt GTP bind: 84; Mcl1 Bid PPI: -35; Pf gametocyte: 4; Rac1 mut GTP: 86; Avidin bead fluor: 6

Results for O=C(NCCc1ccccc1)C(c1ccncc1)N(C(=O)c1csnn1)C1CC1 (centres undefined) ?
Cdc42 wt GTP: 101; Rab2A wt mod: 101; Bim-Mcl-1: 0; Rab7 wt modul: 99; Mcl1-Noxa inh: -5; Rac1 wt GTP bind: 108; HRas wt GTP bind: 102; Mcl1 Bid PPI: -10; Rac1 mut GTP: 101

How did COc1ccccc1C(=O)COC(=O)c1ccccc1OCC(=O)Nc1ccc(SC(F)F)cc1 do in these assays?
Cdc42 wt GTP: 104; Rab2A wt mod: 100; Bim-Mcl-1: 0; Rab7 wt modul: 98; Mcl1-Noxa inh: -6; Rac1 wt GTP bind: 107; HRas wt GTP bind: 99; Mcl1 Bid PPI: 2; Pf gametocyte: 18; Rac1 mut GTP: 100; Avidin bead fluor: 15

How did COC(=O)c1cc(=O)n(Cc2ccc3c(c2)OCO3)c(=Nc2ccc(F)cc2)s1 do in these assays?
Cdc42 wt GTP: 100; Rab2A wt mod: 99; Bim-Mcl-1: 0; Rab7 wt modul: 98; Mcl1-Noxa inh: 4; Rac1 wt GTP bind: 104; HRas wt GTP bind: 101; Mcl1 Bid PPI: -12; Rac1 mut GTP: 98; Avidin bead fluor: 6

How did Cc1ccc(OCCCN2C(=O)C(=O)c3cc(C)ccc32)cc1 do in these assays?
Cdc42 wt GTP: 92; Rab2A wt mod: 96; Bim-Mcl-1: 0; Rab7 wt modul: 102; Mcl1-Noxa inh: -2; Rac1 wt GTP bind: 98; HRas wt GTP bind: 99; Mcl1 Bid PPI: -14; Pf gametocyte: -7; Rac1 mut GTP: 95; Avidin bead fluor: 11

What do the screens show for `O=C(CCCN1C(=O)CSc2ncccc21)N1CCN(c2cccc(C(F)(F)F)c2)CC1`?
Cdc42 wt GTP: 104; Rab2A wt mod: 100; Bim-Mcl-1: -1; Rab7 wt modul: 99; Mcl1-Noxa inh: 23; Rac1 wt GTP bind: 108; HRas wt GTP bind: 102; Mcl1 Bid PPI: -22; Rac1 mut GTP: 101; Avidin bead fluor: 16

What do the screens show for `O=[N+]([O-])c1cccc(-c2n[nH]c(=S)n2-c2ccc(Br)cc2)c1`?
Cdc42 wt GTP: 81; Rab2A wt mod: 85; Bim-Mcl-1: -6; Rab7 wt modul: 92; Mcl1-Noxa inh: 18; Rac1 wt GTP bind: 82; HRas wt GTP bind: 86; Mcl1 Bid PPI: -19; Pf gametocyte: -19; Rac1 mut GTP: 81; Avidin bead fluor: 13

How did CCS(=O)(=O)Nc1c(C(=O)OC)[nH]c2ccccc12 do in these assays?
Cdc42 wt GTP: 96; Rab2A wt mod: 93; Bim-Mcl-1: 0; Rab7 wt modul: 92; Mcl1-Noxa inh: -5; Rac1 wt GTP bind: 94; HRas wt GTP bind: 93; Mcl1 Bid PPI: -49; Pf gametocyte: 24; Rac1 mut GTP: 94; Avidin bead fluor: 2

Results for CCOc1ccc(Cn2nnc(C(=O)NCc3ccc(OC)cc3)c2N)cc1 ?
Cdc42 wt GTP: 102; Rab2A wt mod: 102; Bim-Mcl-1: 0; Rab7 wt modul: 103; Mcl1-Noxa inh: -6; Rac1 wt GTP bind: 99; HRas wt GTP bind: 102; Mcl1 Bid PPI: -19; Rac1 mut GTP: 100; Avidin bead fluor: 8

What do the screens show for `Cn1c(-c2ccccc2)cccc1=O`?
Cdc42 wt GTP: 103; Rab2A wt mod: 98; Bim-Mcl-1: -3; Rab7 wt modul: 99; Mcl1-Noxa inh: 17; Rac1 wt GTP bind: 101; HRas wt GTP bind: 100; Mcl1 Bid PPI: -38; Rac1 mut GTP: 99; Avidin bead fluor: 9

Results for CCOC(=O)N1CCC(NC(=O)CCS(=O)(=O)c2ccc3c(c2)CCN3C(=O)CC)CC1 ?
Cdc42 wt GTP: 101; Rab2A wt mod: 98; Bim-Mcl-1: -1; Rab7 wt modul: 98; Mcl1-Noxa inh: 0; Rac1 wt GTP bind: 100; HRas wt GTP bind: 100; Mcl1 Bid PPI: -19; Rac1 mut GTP: 99; Avidin bead fluor: 6

What do the screens show for `O=[N+]([O-])c1cc2c(cc1C=Nc1ccccc1)OCO2`?
Cdc42 wt GTP: 110; Rab2A wt mod: 106; Bim-Mcl-1: -1; Rab7 wt modul: 99; Mcl1-Noxa inh: 8; Rac1 wt GTP bind: 104; HRas wt GTP bind: 104; Mcl1 Bid PPI: -78; Rac1 mut GTP: 100; Avidin bead fluor: 9

How did Oc1nc(-c2ccc(Cl)cc2)n2ccncc12 do in these assays?
Cdc42 wt GTP: 97; Rab2A wt mod: 97; Bim-Mcl-1: 4; Rab7 wt modul: 98; Mcl1-Noxa inh: 36; Rac1 wt GTP bind: 95; HRas wt GTP bind: 97; Mcl1 Bid PPI: -12; Rac1 mut GTP: 93; Avidin bead fluor: 9

Results for O=C(CN1CCN(S(=O)(=O)c2ccc(Br)cc2)CC1)Nc1ccccc1F ?
Cdc42 wt GTP: 97; Rab2A wt mod: 95; Bim-Mcl-1: 0; Rab7 wt modul: 96; Mcl1-Noxa inh: 3; Rac1 wt GTP bind: 96; HRas wt GTP bind: 98; Mcl1 Bid PPI: -3; Pf gametocyte: 18; Rac1 mut GTP: 94; Avidin bead fluor: 13

Results for CCn1cc(C(=O)OCc2ccccc2)c(=O)c2ccc(C)nc21 ?
Cdc42 wt GTP: 98; Rab2A wt mod: 102; Bim-Mcl-1: -1; Rab7 wt modul: 106; Mcl1-Noxa inh: -18; Rac1 wt GTP bind: 103; HRas wt GTP bind: 100; Mcl1 Bid PPI: 26; Pf gametocyte: -15; Rac1 mut GTP: 95; Avidin bead fluor: 11

What do the screens show for `Nc1c(-c2cccc(Cl)c2)cnn1-c1cccc(C(F)(F)F)c1`?
Cdc42 wt GTP: 107; Rab2A wt mod: 104; Bim-Mcl-1: 0; Rab7 wt modul: 86; Mcl1-Noxa inh: 0; Rac1 wt GTP bind: 105; HRas wt GTP bind: 103; Mcl1 Bid PPI: -37; Pf gametocyte: -2; Rac1 mut GTP: 103; Avidin bead fluor: 8

Results for CC(=O)Nc1ccc(S(=O)(=O)N2CCSCC2)cc1 ?
Cdc42 wt GTP: 102; Rab2A wt mod: 104; Bim-Mcl-1: 4; Rab7 wt modul: 104; Mcl1-Noxa inh: -3; Rac1 wt GTP bind: 102; HRas wt GTP bind: 102; Mcl1 Bid PPI: -13; Rac1 mut GTP: 98; Avidin bead fluor: 13

Results for Cc1ccc(NC(=O)NCCCN2CCCC2=O)cc1 ?
Cdc42 wt GTP: 98; Rab2A wt mod: 98; Bim-Mcl-1: -3; Rab7 wt modul: 98; Mcl1-Noxa inh: -4; Rac1 wt GTP bind: 103; HRas wt GTP bind: 100; Mcl1 Bid PPI: -7; Pf gametocyte: -33; Rac1 mut GTP: 97; Avidin bead fluor: 10

What do the screens show for `COc1cccc(C2=NN(C(=O)c3cccs3)C(O)(C(F)(F)F)C2)c1` (centres undefined)?
Cdc42 wt GTP: 98; Rab2A wt mod: 95; Bim-Mcl-1: -3; Rab7 wt modul: 95; Mcl1-Noxa inh: 13; Rac1 wt GTP bind: 95; HRas wt GTP bind: 94; Mcl1 Bid PPI: 7; Pf gametocyte: 5; Rac1 mut GTP: 93; Avidin bead fluor: 9

What do the screens show for `Cc1ccccc1N=C(NOCc1ccccc1)c1nonc1N`?
Cdc42 wt GTP: 101; Rab2A wt mod: 98; Bim-Mcl-1: -4; Rab7 wt modul: 97; Mcl1-Noxa inh: 6; Rac1 wt GTP bind: 102; HRas wt GTP bind: 100; Mcl1 Bid PPI: 11; Pf gametocyte: 6; Rac1 mut GTP: 97; Avidin bead fluor: 37

Results for Cc1ccc(/C=C/C(=O)NCCCn2ccnc2)cc1 ?
Cdc42 wt GTP: 101; Rab2A wt mod: 98; Bim-Mcl-1: 0; Rab7 wt modul: 97; Mcl1-Noxa inh: 9; Rac1 wt GTP bind: 98; HRas wt GTP bind: 98; Mcl1 Bid PPI: -5; Pf gametocyte: 11; Rac1 mut GTP: 95; Avidin bead fluor: 9

Results for O=C1CC(C(=O)Nc2cccc(Cl)c2)n2ncnc2N1 (centres undefined) ?
Cdc42 wt GTP: 98; Rab2A wt mod: 100; Bim-Mcl-1: 0; Rab7 wt modul: 104; Mcl1-Noxa inh: -4; Rac1 wt GTP bind: 95; HRas wt GTP bind: 99; Mcl1 Bid PPI: -29; Pf gametocyte: -20; Rac1 mut GTP: 93; Avidin bead fluor: 19

Results for CCn1c(CCNC(=O)c2cccs2)nnc1SCC(=O)Nc1ccc(Cl)cc1 ?
Cdc42 wt GTP: 96; Rab2A wt mod: 96; Bim-Mcl-1: -3; Rab7 wt modul: 94; Mcl1-Noxa inh: 1; Rac1 wt GTP bind: 99; HRas wt GTP bind: 97; Mcl1 Bid PPI: -3; Pf gametocyte: -28; Rac1 mut GTP: 93; Avidin bead fluor: 30

Results for O=C(NCCc1nnc2ccc(NCC3CCCO3)nn12)c1ccccc1 (centres undefined) ?
Cdc42 wt GTP: 94; Rab2A wt mod: 98; Bim-Mcl-1: -3; Rab7 wt modul: 108; Mcl1-Noxa inh: -5; Rac1 wt GTP bind: 96; HRas wt GTP bind: 96; Mcl1 Bid PPI: -18; Pf gametocyte: -33; Rac1 mut GTP: 95; Avidin bead fluor: 21

How did CCOC(=O)c1ccc(N2C(=O)CC(C(=O)OC)=C2C)cc1 do in these assays?
Cdc42 wt GTP: 103; Rab2A wt mod: 102; Bim-Mcl-1: -3; Rab7 wt modul: 104; Mcl1-Noxa inh: -1; Rac1 wt GTP bind: 104; HRas wt GTP bind: 100; Mcl1 Bid PPI: -5; Rac1 mut GTP: 100; Avidin bead fluor: 14
